High-throughput results deposited in PubChem by National Center for Advancing Translational Sciences (NCATS).
D2 PAM – HTS Assay for Positive Allosteric Modulators of the Human D2 Dopamine Receptor: Primary Screen for Potentiators. HEK293 T-REx D2, calcium flux, EC20 dopamine potentiation. potentiation, % at 10 µM. 340,000 compounds, 0.34% hits. AID 485347, 2010;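 active means potentiation over 3 SD above the plate norm, cut at about 30% in these data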; further: 0% is about no effect
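Using a no-wash calcium dye in inducible, force-coupled HEK293 Trex cells expressing D2, we tracked fluorescence each second for 180 s after compound, then for 180 s after EC20 dopamine to detect augmented signalling.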
RXFP1 antagonist – qHTS Assay for Antagonists of the Relaxin Receptor RXFP1; Relaxin receptor 1 (Homo sapiens), Q9HBX9; 350,000 compounds, 0.59% hits; HEK293-RXFP1, relaxin-stimulated cAMP HTRF, 30 min; hits give low values; activity change, negative = inhibition, % at 57.5 µM; AID 1259400, 2018;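 active means activity change of -60% or lower, but not beyond a set lower limit; inconclusive means change between -60% and -40%, or beyond the set limit; inactive means change above -40%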; further: on the % scale 0 is the no-effect control and ±100 the full control effect
RXFP1 ag – qHTS Assay for Agonists of the Relaxin Receptor RXFP1. 370,000 compounds, 0.3% hits. AID 2676, 2010. HEK293T-RXFP1 cAMP TR-FRET, 30 min; response scale: percent of porcine relaxin response, buffer zero. Potency, µM (doses to about 57.5 µM), without a hit: at the highest dose activation, actives largely listed as activators. Relaxin receptor 1 (Homo sapiens), Q9HBX9; active means well fitted activation curve with a large enough effect; inconclusive means small, poorly fitted or top-dose-only effect; further: potency means the concentration at half of the fitted maximal effect; on the % scale 0 is the no-effect control and ±100 the full control effect; nearly all actives have a fitted effect of over 60% in size; many of its hits are not listed in these tables
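Agonist response is measured as cAMP accumulation in an RXFP1-transfected HEK293T line under PDE4 inhibition. Values are scaled between buffer-only and 29 nM porcine relaxin, and EC50s come from standard Hill equation fits.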
D1 agonist – Allosteric Agonists of the Human D1 Dopamine Receptor: qHTS; 360,000 compounds, 1% hits; D(1A) dopamine receptor (Homo sapiens), P21728; activation, % at 2 µM; HEK293 T-REx D1 cells, calcium flux, agonist mode; in the data active means activation above about 30%; further: 0% is about no effect
Target sequence (P21728 whole entry, looked up): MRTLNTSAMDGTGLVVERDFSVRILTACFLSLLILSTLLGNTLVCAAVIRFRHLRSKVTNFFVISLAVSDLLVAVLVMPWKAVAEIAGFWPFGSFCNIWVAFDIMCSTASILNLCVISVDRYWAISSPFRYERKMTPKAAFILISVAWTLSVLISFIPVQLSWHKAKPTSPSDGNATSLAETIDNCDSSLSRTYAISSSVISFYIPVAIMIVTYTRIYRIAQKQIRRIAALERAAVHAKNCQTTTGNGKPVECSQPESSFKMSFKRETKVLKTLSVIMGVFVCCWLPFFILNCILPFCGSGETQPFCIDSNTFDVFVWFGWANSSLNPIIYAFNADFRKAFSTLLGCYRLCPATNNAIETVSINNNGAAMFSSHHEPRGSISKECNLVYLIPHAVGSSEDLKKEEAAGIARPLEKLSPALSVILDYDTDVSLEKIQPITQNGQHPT
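Inducible HEK293 T-REx D1 cells, force-coupled to calcium signalling, were plated at 4000 cells/well with tetracycline and held overnight at 30 C. After no-wash calcium dye loading, compound-evoked calcium rise over 180 s flagged agonists.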
TRHR PAM – qHTS for Small Molecule Agonists and Allosteric Enhancers of Human TRH Receptor: Primary Screen for Enhancers; Thyrotropin-releasing hormone receptor (Homo sapiens), P34981; TRHR cells, fluo-8 calcium fluorescence, EC20 TRH enhancement; enhancement, % at 2 µM; 360,000 compounds, 0.66% hits; AID 493056, 2011; in the data active means enhancement above about 30%; further: 0% is about no effect
Target sequence (P34981 whole entry, looked up): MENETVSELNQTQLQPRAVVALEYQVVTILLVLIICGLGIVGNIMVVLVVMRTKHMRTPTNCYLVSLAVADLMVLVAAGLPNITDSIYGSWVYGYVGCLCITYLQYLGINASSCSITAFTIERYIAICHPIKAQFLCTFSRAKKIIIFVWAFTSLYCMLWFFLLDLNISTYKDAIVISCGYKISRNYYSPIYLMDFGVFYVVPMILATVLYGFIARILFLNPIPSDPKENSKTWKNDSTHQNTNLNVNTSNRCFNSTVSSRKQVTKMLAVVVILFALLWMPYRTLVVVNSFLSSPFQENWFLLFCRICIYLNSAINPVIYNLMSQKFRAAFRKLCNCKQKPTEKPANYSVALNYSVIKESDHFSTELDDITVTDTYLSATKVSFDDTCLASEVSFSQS
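Enhancer read-out: after compound pinning and an initial kinetic agonist-mode read, an EC20 of TRH (10 nM final) was injected and fluo-8 calcium signal (Ex 480/Em 530) followed at 1 s/cycle for 100 cycles in TRHR-expressing cells.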
D2 ag – HTS Assay for Allosteric Agonists of the Human D2 Dopamine Receptor: Primary Screen for Agonists. activation, % at 2 µM. HEK293 T-REx D2 cells, calcium flux agonist mode. 340,000 compounds, 0.53% hits;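 active means activation over 3 SD above normal in the single-dose calcium agonist read, cut at about 30% in these data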; further: 0% is about no effect
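HEK293 Trex D2 cells, tetracycline-induced, o/n 30 C 5% CO2; no-wash Ca dye, RT 30–90 min; 10-cycle baseline, 23 nl cpd added, kinetic Ca read 180 s; agonist hits = positive Ca response.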
D2 antag – HTS Assay for Allosteric Antagonists of the Human D2 Dopamine Receptor: Primary Screen for Antagonists | D(2) dopamine receptor (Homo sapiens), P14416 | HEK293 TREx D2 cells, calcium flux, dopamine EC80 | inhibition, % at 10 µM | 340,000 compounds, 2% hits; in the data active means inhibition above about 30%; further: 0% is about no effect
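Calcium mobilization kinetics were recorded at 1 s intervals in tetracycline-induced HEK293 T-REx D2 cells, first for 180 s after compound addition and then 180 s after EC80 dopamine.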
D1 PAM – Potentiators of Human D1 Dopamine Receptor: qHTS | potentiation, % at 10 µM | AID 504651, 2011 | D(1A) dopamine receptor (Homo sapiens), P21728 | 360,000 compounds, 0.036% hits | HEK293 TREx D1 cells, calcium flux, dopamine EC20 potentiation; in the data active means potentiation above about 30%; further: 0% is about no effect
D1 antagonist – Antagonist of Human D 1 Dopamine Receptor: qHTS; HEK293 TREx D1 cells, calcium flux, dopamine EC80; hits give low values; 360,000 compounds, 3.2% hits; D(1A) dopamine receptor (Homo sapiens), P21728; AID 504652, 2011; activity change, negative = inhibition, % at 10 µM; in the data active means activity change below about -30%; further: on the % scale 0 is the no-effect control and ±100 the full control effect
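Compound effects on dopamine-evoked calcium signalling were measured in tetracycline-induced HEK293 Trex D1 cells. Dopamine at EC80 followed a 180 s compound pre-read, and fluorescence was tracked kinetically for 180 s more.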
* hit, by the source's call; u = inconclusive; x = no result given; & = joins results of further samples. The list is partial; count on the stated rates, not on these rows.

Order of values – D2 PAM, RXFP1 antagonist, RXFP1 ag, D1 agonist, TRHR PAM, D2 ag, D2 antag, D1 PAM, D1 antagonist
- Cc1ccc(C(=O)CSc2ncnc3sc4c(c23)CCC(C)C4)cc1 (stereo not drawn)
→ -1, -20, -0.6%, -2, 2, 1.4, -14, -1, 17
- COc1ccccc1C1/C(=C(/O)c2ccc(C)cc2)C(=O)C(=O)N1CCN1CCOCC1 (stereo not drawn)
→ 12, 3, -1.1%, 0, 2, -0.5, -15, -11, -3
- COc1cccc(CNCCO)c1OCc1ccccc1
→ 8, -12, -0.8%, 12, 9, -0.3, -3, -3, 6
- Fc1cccc(Cl)c1Cn1nnc(-c2ccc(N3CCOCC3)cc2)n1
→ 15, -17, 2.1%, 6, 4, -0.8, -16, -2, -36*
- Cc1ccc2nc(-c3ccc(SCC(=O)Nc4nc(C)cs4)nc3)[nH]c2c1
→ x, -6, 0.6%, 0, 2, x, x, 0, 14
- CC1CCN(S(=O)(=O)c2cn(C)c(=O)n(C)c2=O)CC1
→ 0, 7, 0.7%, -2, 1, 0.6, 2, -10, -61*
- CC(C)NC(=O)CSc1nc2ccccc2n1CC(=O)N1CCc2ccccc21
→ -5, -2, -0.2%, 1, 11, 0.5, -5, 4, 14
- Cc1ccc(Cl)cc1NC(=O)c1ocnc1C
→ -2, -1, 2.0%, 2, -5, 0.1, 6, -2, -16
- CSc1ccc(CN2CCc3c([nH]c4ccccc34)C2)cc1
→ -27, -34, -0.4%, 0, 2, 3.1, 10, -5, 2
- Cc1ccc2sc(-c3ccc(NC(=O)c4cc(-n5cnnc5)ccc4Cl)cc3)nc2c1
→ -10, -4, 1.0%, 3, 0, 0.0, -8, -3, 1

Four compounds already listed, ordered by SMILES length, falling:
Order of values – D2 PAM, RXFP1 antagonist, RXFP1 ag, D1 agonist, TRHR PAM, D2 ag, D2 antag, D1 PAM, D1 antagonist
- COc1ccccc1C1/C(=C(/O)c2ccc(C)cc2)C(=O)C(=O)N1CCN1CCOCC1 (stereo not drawn)
→ 12, 3, -1.1%, 0, 2, -0.5, -15, -11, -3
- Fc1cccc(Cl)c1Cn1nnc(-c2ccc(N3CCOCC3)cc2)n1
→ 15, -17, 2.1%, 6, 4, -0.8, -16, -2, -36*
- CSc1ccc(CN2CCc3c([nH]c4ccccc34)C2)cc1
→ -27, -34, -0.4%, 0, 2, 3.1, 10, -5, 2
- Cc1ccc(Cl)cc1NC(=O)c1ocnc1C
→ -2, -1, 2.0%, 2, -5, 0.1, 6, -2, -16

(more compounds)
Order of values – D2 PAM, RXFP1 antagonist, RXFP1 ag, D1 agonist, TRHR PAM, D2 ag, D2 antag, D1 PAM, D1 antagonist
- COc1ccc(Cn2c(=O)c3cccnc3n(Cc3ccc([N+](=O)[O-])cc3)c2=O)cc1
→ 4, -2, 1.5%, 16, -6, 2.2, -15, -1, 3
- COc1ccc(Cl)c(NC(=O)NCCN2CCN(c3ccccc3)CC2)c1
→ -35, 4, 9.5%, 7, 0, 17, -12, -6, -65*
- O=C(NCC1CCCO1)c1cc(Br)c(Br)s1 (stereo not drawn)
→ 1, -6, 0.0%, 2, -9, 0.6, 12, -4, -5
- C(=N\Nc1nc(Nc2ccccc2)nc(Nc2ccccc2)n1)/c1cccnc1
→ -1, -4, -0.1%, 4, -1, 1.4, -18, 4, -14
- O=C(c1ccco1)N1CCN(C(=O)c2cccc3c2C(=O)N(C2CCCCC2)C3)CC1
→ -1, 4, 4.7%, 1, -1, -2.4, -12, 2, -10
- CC[n+]1c(P(=O)([O-])c2ccccc2)[nH]c2ccccc21
→ 8, -13, 1.4%, 1, -1, 0.0, 7, -4, 3
- CCCCn1c(N)c(N(CCOC)C(=O)CSCc2ccc(Cl)c(Cl)c2)c(=O)[nH]c1=O
→ 2, 1, 1.3%, 1, 1, 0.1, -10, 4, 7
- CCc1ccc(NC(=O)Cn2c(=O)ccc3cc(S(=O)(=O)N4CCCC4)ccc32)cc1
→ -2, x, 2.3%, 2, -5, 1.1, x, 0, -18
- COc1ccc(S(=O)(=O)Nc2cccc(SC)c2)cc1C(=O)N1CCOCC1
→ -7, -4, 3.0%, 2, 2, -0.4, -5, -6, -3
- Cc1ccc(C(=O)CC(=O)c2cc(Cl)ccc2O)cc1
→ 10, -16, -1.8%, -1, 6, -0.8, -11, 1, x

Shown with each value named: entries from further up
> C(=N\Nc1nc(Nc2ccccc2)nc(Nc2ccccc2)n1)/c1cccnc1
  D2 PAM: -1	RXFP1 antagonist: -4	RXFP1 ag: -0.1%	D1 agonist: 4	TRHR PAM: -1	D2 ag: 1.4	D2 antag: -18	D1 PAM: 4	D1 antagonist: -14
> CCCCn1c(N)c(N(CCOC)C(=O)CSCc2ccc(Cl)c(Cl)c2)c(=O)[nH]c1=O
  D2 PAM: 2	RXFP1 antagonist: 1	RXFP1 ag: 1.3%	D1 agonist: 1	TRHR PAM: 1	D2 ag: 0.1	D2 antag: -10	D1 PAM: 4	D1 antagonist: 7

Next section:
Order of values – D2 PAM, RXFP1 antagonist, RXFP1 ag, D1 agonist, TRHR PAM, D2 ag, D2 antag, D1 PAM, D1 antagonist
- COc1ccc(N2CCN(C(=O)CCCCn3c(=O)[nH]c4ccsc4c3=O)CC2)cc1
→ 0&25, -9, 3.0%&1.6%, 0&0, -3&0, 0.7, -4, -7&-1, -9&-4
- Cc1ccnc(NS(=O)(=O)c2ccc(NS(=O)(=O)Cc3ccccc3)cc2)n1
→ 0, 2, -0.3%, 1, -6, 1.4, 8, -4, 1
- Cc1ccc(-c2csc3nc[nH]c(=O)c23)cc1
→ 3, 2, 0.9%, 0, 9, 2.0, -10, -10, -21
- Cc1cc(=O)n2nc(-c3ccccc3)sc2n1
→ -8, 2, -0.6%, -4, 7, 0.6, -5, 3, 5
- CCCCn1nnc(NC(=O)c2cc3ccccc3o2)n1
→ -9, -14, 2.5%, 2, 4, 0.1, 19, 6, -36*
- Cn1c(NN)nc2sc3c(c2c1=O)CC(C)(C)OC3
→ -3, 5, 1.6%, 0, -9, 11, 22, -2, -4
- CCOc1cccc(/C=N/NC(=S)Nc2ccccc2[N+](=O)[O-])c1O
→ 11, u, 1.3%, 2, -4, 0.2, -34, -3, 8
- COCCn1c(C)cc(O)c(C(c2ccccc2OC)N2CCCCC2)c1=O (stereo not drawn)
→ 4, -1, -0.1%, 0, 0, -0.1, x, -2, -4
- CCC(C)c1ccc(N(CC(=O)NC(C)(C)C)C(=O)CNC(=O)c2cccs2)cc1 (stereo not drawn)
→ -5, 5, -1.9%, 8, -4, -0.2, 8, -9, -1
- O=C(CN1CCN(c2ccc(F)cc2)CC1)Nc1nccs1
→ -7, -7, 0.8%, -1, 5, 0.8, -7, 5, 0

The results go on.
SMILES	D2 PAM	RXFP1 antagonist	RXFP1 ag	D1 agonist	TRHR PAM	D2 ag	D2 antag	D1 PAM	D1 antagonist
CCOC(=O)c1c(NC(=O)CSc2nnc(-c3ccncc3)n2Cc2ccco2)sc(C)c1C	-8	-20	2.3%	0	-3	-1.3	-1	-1	1
COc1ccc(NS(=O)(=O)c2cccs2)cn1	4	-5	2.0%	3	2	-0.1	-6	0	6
CCOC(=O)C1CCN(c2nc3c(S(=O)(=O)c4ccc(Br)cc4)nnn3c3ccsc23)CC1	4	-8	15%	4	3	0.1	x	2	3
Cc1ccc(NC(=O)CN(C)C(=O)c2cc(-c3ccco3)nc3ccccc23)cc1	-2	u	2.0%	2	-3	0.0	-13	-3	8
Cn1cccc1C(=O)NNC(=O)COc1ccc(C#N)cc1	-3	1	2.0%	7	0	0.4	-25	x	22
COc1cc(NC(=O)c2sc3ncn(CC(=O)N4CCCCC4)c(=O)c3c2C)cc(OC)c1OC	1	-9	0.7%	1	-2	1.3	0	-4	-12
CCCCSc1nc(O)c(C2OC(=O)c3c2ccc(OC)c3OC)c(=O)n1C (stereo not drawn)	7	-16	1.6%	1	-2	-0.2	-31	-3	-5
COc1ccc(CNC(=O)CCn2c(=O)oc3ccccc32)cc1	-3	-1	-1.6%	5	4	0.2	-10	-4	6
O=[N+]([O-])c1cc([N+](=O)[O-])c(Oc2c(F)cc(F)cc2F)cc1NN1CCCCC1	-12	x	3.2%	2	14	1.3	16	5	1
COc1ccc(NC(=O)c2oc3ccc(S(=O)(=O)N(C)C4CCCCC4)cc3c2C)cc1	-3	-26	4.7%	6	3	-0.6	x	7	51
O=C(/C=C/c1ccccc1)N/C(=C/c1ccccc1)C(=O)N1CCOCC1	-8	0	0.8%	1	-13	0.1	3	-2	1
Cc1cc(Br)c2[nH]c3c(c2c1)CCCC3=O	-5	-3	0.3%	0	-7	-1.1	-5	9	24
COC(=O)c1cc(COc2ccc3c(c2)oc(=O)c2ccccc23)c(C)o1	11	-3	7.2%	1	0	-0.2	-18	-2	0
Cc1ccc(NC(=S)N(Cc2ccc(Br)cc2)Cc2ccc(C(=O)O)cc2)cc1C	7	-18	0.4%	1	3	0.3	10	-2	3
CCC(=O)Nc1ccccc1C(=O)OCC(=O)c1cccc2ccccc12	15	1	4.8%	7	-6	1.1	19	-6	6
CC1(C)Cc2ccccc2-c2nc3ccccc3c(=O)n21	1	-26	0.5%	4	5	0.4	6	4	20
COC(=O)c1ccccc1NC(=O)CSc1nnc(C(CO)NC(=O)c2ccccc2)n1C (stereo not drawn)	8	10	1.3%	2	0	-0.3	-12	-1	18
C=CCN(CC=C)S(=O)(=O)c1ccc(NC(=S)NC(=O)/C=C/c2cccc3ccccc23)cc1	8	-10	-0.5%	9	1	0.6	10	3	1
COc1cccc(-c2nnc(SCC(=O)Nc3ccc4c(c3)OCCO4)n2Cc2ccco2)c1	-7	4	-0.3%	1	0	1.7	-10	-1	16
Cc1ccc(O)c(CNc2ccccn2)c1	-6	9	1.8%	1	-3	0.0	0	-3	-15
CCn1c(COc2ccccc2C)nc2ccccc21	10	3	2.2%	-1	1	x	x	-7	-23
CCC(=O)Nc1ccc(CC)cc1-c1nc2ccccc2n(CC(=O)Nc2cccc(OC)c2)c1=O	-2	-9	-1.1%	0	1	-0.2	x	-1	9
